PME-1 primary: PME-1 (human) inhibition | Q9Y570 | actives 0.53% (n = 320,000) | inhibition, % at 5.9 µM | recombinant PME-1, FP-Rh probe fluorescence polarization | AID 2130;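 active means inhibition above the campaign mean of all compounds plus 3 SD, cut at about 26% in these data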;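 further: competitive labeling of PME-1 active site by serine hydrolase directed probe; 0% = PME-1 with DMSO and 100% = wells lacking PME-1 enzyme; inhibitors block probe labeling so polarization falls and inhibition rises; many of its hits are not listed in these tables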
PAD4 FP inh: inhibitors of human PAD4; Q9UM07; recombinant PAD4, RCA probe fluorescence polarization; inhibition, % at 6.36 µM; actives 0.41% (n = 330,000);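 active means percent inhibition above a cutoff equal to the mean of all tested compounds plus 3 SD, cut at about 15% in these data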;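 further: 0% = PAD4 with RCA probe and DMSO and 100% = probe without PAD4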
Target sequence (Q9UM07 whole entry, looked up): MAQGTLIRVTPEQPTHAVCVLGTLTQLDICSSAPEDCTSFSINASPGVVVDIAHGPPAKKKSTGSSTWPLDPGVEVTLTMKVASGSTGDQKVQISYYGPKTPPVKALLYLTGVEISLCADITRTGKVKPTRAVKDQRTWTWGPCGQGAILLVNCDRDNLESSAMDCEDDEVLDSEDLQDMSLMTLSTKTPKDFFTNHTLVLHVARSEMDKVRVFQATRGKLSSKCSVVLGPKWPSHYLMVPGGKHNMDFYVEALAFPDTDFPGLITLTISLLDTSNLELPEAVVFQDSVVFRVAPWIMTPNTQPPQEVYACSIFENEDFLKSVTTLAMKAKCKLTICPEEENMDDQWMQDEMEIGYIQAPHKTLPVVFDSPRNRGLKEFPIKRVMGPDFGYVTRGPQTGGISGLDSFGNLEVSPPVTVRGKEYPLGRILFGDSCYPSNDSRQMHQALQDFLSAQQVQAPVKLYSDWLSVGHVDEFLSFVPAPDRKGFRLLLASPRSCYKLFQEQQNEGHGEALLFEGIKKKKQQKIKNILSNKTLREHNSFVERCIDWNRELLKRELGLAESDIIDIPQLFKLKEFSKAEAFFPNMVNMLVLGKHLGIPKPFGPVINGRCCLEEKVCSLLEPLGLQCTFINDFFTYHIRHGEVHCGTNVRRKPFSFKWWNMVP
LYPLA1 inh: counter-screen for PME1 inhibitors: inhibitors of human LYPLA1; O75608; recombinant LYPLA1, FP-Rh probe fluorescence polarization; inhibition, % at 5.9 µM; actives 0.16% (n = 320,000);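 active means inhibition above the mean of all tested compounds plus 3 SD, set per campaign, cut at about 14% in these data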;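 further: inhibitors block serine hydrolase probe labeling of LYPLA1 so polarization falls; 0% = enzyme with DMSO and 100% = wells lacking LYPLA1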
pPAFAH FP inh: pPAFAH (human) enzyme inhibition. recombinant pPAFAH, FP-rhodamine probe fluorescence polarization. Q13093. AID 463082. inhibition, % at 3.39 µM. actives 1.5% (n = 330,000);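 active means inhibition above the mean inhibition across the screen plus 3 SD, cut at about 25% in these data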;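 further: inhibitors block binding of the rhodamine activity-based probe so polarization drops; 0% = enzyme with DMSO and 100% = wells lacking pPAFAH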
PAFAH1B3 inh: PAFAH1B3 (human) inhibition; Q15102; recombinant PAFAH1B3, FP-rhodamine probe, fluorescence polarization; inhibition, % at 3.39 µM; actives 0.28% (n = 340,000);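 active means inhibition above the screen-wide average of all tested compounds plus 3 SD, cut at about 25% in these data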;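 further: 0% = enzyme with DMSO only and 100% = wells lacking PAFAH1B3 protein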
PAFAH1B2 FP inh: PAFAH1B2 (human) inhibition; inhibition, % at 3.39 µM; P68402; recombinant PAFAH1B2, FP-rhodamine activity probe, fluorescence polarization; actives 1.2% (n = 340,000);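 active means inhibition above the mean of all tested compounds plus 3 SD, cut at about 24% in these data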;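 further: 0% = enzyme with DMSO and 100% = wells lacking PAFAH1B2; many of its hits are not listed in these tables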
Target sequence (P68402 whole entry, looked up): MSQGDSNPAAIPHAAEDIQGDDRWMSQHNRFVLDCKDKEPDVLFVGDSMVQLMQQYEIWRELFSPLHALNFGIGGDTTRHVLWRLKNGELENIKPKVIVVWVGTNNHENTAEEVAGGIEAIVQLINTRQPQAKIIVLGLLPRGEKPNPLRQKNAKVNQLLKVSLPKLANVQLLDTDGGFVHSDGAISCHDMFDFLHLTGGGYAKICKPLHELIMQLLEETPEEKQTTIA
LYPLA2 counter: counter-screen for PME1 inhibitors: inhibitors of human LYPLA2 | actives 0.38% (n = 320,000) | O95372 | AID 2177 | inhibition, % at 5.9 µM | recombinant LYPLA2, FP-Rh probe fluorescence polarization;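 active means inhibition above the screen-wide mean plus 3 SD, limit set per campaign, cut at about 26% in these data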;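 further: 0% = LYPLA2 with DMSO and 100% = wells lacking LYPLA2 enzyme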
GSTO1 counter: GSTO1 inhibition, counter-screen for RBBP9 inhibitors; actives 1.1% (n = 300,000); AID 1974; recombinant GSTO1, activity-based probe fluorescence polarization; inhibition, % at 5.96 µM; P78417;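 active means inhibition above the campaign mean inhibition plus 3 SD, cut at about 35% in these data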;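 further: 0% = GSTO1-1 with DMSO and 100% = wells lacking GSTO1-1 enzyme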
PREPL inh: inhibitors of human prolyl oligopeptidase-like enzyme PREPL. recombinant PREPL, fluorescence polarization activity-based probe. inhibition, % at 5.96 µM. actives 0.68% (n = 320,000); in the data active means inhibition above about 43%;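 further: 0% = enzyme with DMSO and 100% = wells lacking enzyme; many of its hits are not listed in these tables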
The depositor's hits bear a star; . = not tested or not shown. The list is partial. The share of hits here may be higher or lower than overall.

Sequence of screens – PREPL inh	LYPLA1 inh	pPAFAH FP inh	GSTO1 counter	PAFAH1B3 inh	PAFAH1B2 FP inh	LYPLA2 counter	PME-1 primary	PAD4 FP inh
- CN(CC(=O)Nc1ccc(F)cc1)C(=O)COC(=O)c1cc([N+](=O)[O-])ccc1N1CCOCC1
    1	0	5	-3	3	-2	0	2	-1
- Cc1nc2cc(-c3ccccc3)nn2c(C)c1CCC(=O)NC(C)c1ccc2c(c1)OCCO2 (centres undefined)
    -7	-1	4	4	-2	2	-5	-4	-1
- CCc1nnc(NC(=O)COC(=O)c2cc(OC)cc(OC)c2)s1
    1	.	4	.	8	-3	.	.	2
- CCOC(=O)N1CCN(C(=O)c2ccc(Cn3c(=S)[nH]c4ccc(Br)cc4c3=O)cc2)CC1
    5	-2	1	-5	1	-2	-3	3	0
- O=C(Cc1sc(-c2ccccc2Cl)nc1-c1ccccc1)Nc1ccc(F)cc1
    -5	0	-1	4	0	0	6	-1	-5
- c1ccc(-c2noc(-c3cccc4ccccc34)n2)cc1
    -1	0	1	-1	6	-4	0	-2	-3
- O=C(OCCN1CCCCC1)c1cccc(Cl)c1
    -4	-1	2	6	8	-2	6	-2	0
- Cc1nn(-c2ccc(Cl)cc2)c(=O)c2c(C)noc12
    5	1	-4	12	-8	4	2	2	-5
- Cc1cc(NC(=O)c2ccccc2Cl)no1
    -9	-4	-1	4	5	2	-7	-1	2
- O=C(Cc1cccs1)NC1(C(=O)NC2CCCC2)CCCCC1
    3	-1	3	4	-7	-1	1	-5	-1
- CC1CCN(C(=O)C2CCCN(S(C)(=O)=O)C2)CC1 (centres undefined)
    -3	1	-3	7	-5	2	-3	5	6
- Cc1ccc(-c2nc(CC(=O)Nc3cccc(S(=O)(=O)NC4=NCCC4)c3)cs2)cc1
    12	0	6	.	14	-1	5	3	-1
- O=C(COC(=O)c1ccc([N+](=O)[O-])o1)Nc1ncc(Cl)cc1Cl
    11	.	18	.	10	6	.	.	-4
- COc1ccc(NC(=S)N2CCCC2)c(OC)c1
    5	5	4	2	3	3	4	0	-2
- CC(C)S(=O)(=O)c1csc(NC(=O)Nc2cccc([N+](=O)[O-])c2)c1Cl
    20	-10	6	-32	6	4	-7	28*	-2
- O=NN(CCc1ccncc1)c1ccc(OCc2ccccc2)cc1
    0	2	-3	4	4	6	15	-2	-4
- O=C(O)c1ccc(N/N=C/c2ccc(-c3ccccc3Cl)o2)cc1
    30	7	45*	32	8	2	1	12	0
- C=CCOc1ccc(C(=O)N(Cc2ccc(N(C)C)cc2)C2CCS(=O)(=O)C2)cc1 (centres undefined)
    6	-1	7	3	7	3	2	1	-1
- COc1ccccc1CCC(=O)NNC(=O)c1ccc(Br)cc1
    -7	-3	9	8	-1	3	2	-9	2
- COc1ccc(C)cc1S(=O)(=O)N(CC(=O)Nc1cccc([N+](=O)[O-])c1)c1ccc(C)cc1
    2	-26	-13	-16	-21	-12	-49	-34	3
- Cc1ccc(S(=O)(=O)Nc2cc(C(=O)NCCN(C)C)ccc2N2CCCCC2)cc1
    10	7	-2	17	6	-2	-3	0	-1
- O=C(N/C(=C\c1ccco1)C(=O)N1CCOCC1)c1ccc([N+](=O)[O-])cc1
    10	2	3	7	1	-3	1	6	-5
- O=C(CSc1nc2ccccc2s1)Nc1ccc(Cl)c(S(=O)(=O)N2CCOCC2)c1
    10	-27	-7	-14	-11	0	-26	-9	1
- COc1ccc(-c2c(C)oc3c(CN4CCOCC4)c(O)ccc3c2=O)cc1OC
    3	5	5	2	7	0	8	2	1
- CC(Cc1cccs1)NC(=O)Nc1ccc([N+](=O)[O-])cc1 (centres undefined)
    5	-9	-3	2	-1	3	-10	2	4
- Cc1cc(NC(=O)C2CC=CCC2C(=O)O)no1 (centres undefined)
    -7	5	0	-2	5	5	6	1	0
- COC(=O)c1ccc(-c2nc(-c3ccc(Br)o3)no2)cc1
    3	-1	6	3	-2	-4	-1	-3	3
- COc1ccc(OCC(=O)NNC(=O)c2nn(C)c(=O)c3ccccc23)cc1
    -3	5	1	2	0	7	7	1	-3
- Cn1cc(C(=O)N/N=C/C2=C(N3CCOCC3)C(=C\c3ccccc3)/CC2)ccc1=O
    16	1	6	5	3	2	-1	5	0
- O=C(NCc1ccco1)c1cccc(S(=O)(=O)N2CCc3ccccc32)c1
    -3	-3	0	1	15	0	4	17	-6
- O=c1cc(Cl)[nH]c(=O)n1CCNc1ncc(C(F)(F)F)cc1Cl
    2	-3	3	-26	1	3	-4	-4	-2
- OC(c1ccc(Cl)cc1)c1nccc2ccccc12 (centres undefined)
    1	-3	2	2	12	1	0	-3	-3
- CCOc1ccc(CCNC(=O)COC(=O)Cn2cnc3ccccc3c2=O)cc1OCC
    7	-4	-12	-2	3	1	-7	-2	-9
- O=C(O)CCC(=O)N1N=C(c2ccco2)CC1c1cccs1 (centres undefined)
    19	0	7	-1	2	1	0	0	-7
- CCCCCc1cc(OC)cc2c1C(=O)OC(C)(C)O2
    .	.	5	.	7	5	.	.	0
- C=CCNC(=O)COC(=O)c1ccccc1C(=O)N(C)C1CCCCC1
    9	-2	-1	5	-3	-6	7	4	3
- CCN(C(=O)COC(=O)c1nc(Cl)ccc1Cl)C1CCS(=O)(=O)C1 (centres undefined)
    -4	-1	8	1	8	4	-1	3	-2
- COc1ccc(N2CCN(CCCn3c(=S)[nH]c4ncccc4c3=O)CC2)cc1
    18	-1	1	7	6	-4	1	8	5
- Cc1ccc(Cn2ncc3c(N4CCN(c5ccc(C)cc5)CC4)ncnc32)cc1
    5	-1	6	5	1	3	4	-7	-6
- O=C(CCc1ccc(S(=O)(=O)N2CCOCC2)cc1)OCC(=O)c1ccccc1F
    10	.	4	.	10	1	.	.	-2
- COc1ccc(C2CC(=O)c3c([nH]c(C(=O)OC(C)C)c3C)C2)cc1OC (centres undefined)
    3	0	7	4	-3	-6	8	-1	-4
- COc1cc2cncc(Cc3ccc(Cl)cc3)c2cc1OC
    -6	0	1	.	1	-1	-4	3	1
- C/C(=N\NC(=O)c1nn(C)c(C)c1Br)c1cccc(NC(=O)c2ccoc2C)c1
    1	-1	0	2	-3	-2	1	-5	1
- O=C(OCc1ccccc1)c1ccccc1
    2	1	5	-3	0	5	5	1	-2
- O=C(CSc1nncs1)Nc1cc(-c2ccccc2)nn1-c1ccccc1
    0	-1	7	-1	1	3	3	2	-2
- O=C1COc2ccc(C(=O)COC(=O)CCOc3ccccc3)cc2N1
    9	.	3	.	-3	2	.	.	8
- CCc1cccc(N(C(=O)c2csnn2)C(C(=O)NC2CCCCC2)c2cccnc2)c1 (centres undefined)
    3	0	-4	1	4	-1	1	0	0
- Cc1ccc(C)c(NC(=S)NCC(c2ccccc2)N(C)C)c1 (centres undefined)
    26	5	3	18	5	3	4	6	1
- Cc1ccc(S(=O)(=O)N2CCN(c3cnn(-c4ccccc4)c(=O)c3Cl)CC2)cc1
    3	1	2	-5	17	4	3	10	-1
- COC(=O)Cc1ccc(NC(=S)N2CCN(C(=O)C3CCCO3)CC2)cc1 (centres undefined)
    10	3	1	0	10	-4	4	4	-1
- Cc1c(NC(=O)Nc2cccc(C(F)(F)F)c2)c(=O)n(-c2ccccc2)n1C
    17	-4	6	3	-11	3	-1	-1	0
- Cc1nc(-c2cccc(NC(=O)c3cccc(S(=O)(=O)N4CCCC4)c3)c2)cs1
    -8	-11	0	.	16	15	-11	-6	-7
- O=C(COc1cccc2ccccc12)N/N=C/c1ccco1
    14	-3	0	1	1	5	-1	1	0
- CCOC(=O)c1[nH]cnc1C(=O)Nc1ccncc1
    -2	-1	5	-1	6	0	1	-1	-8
- C/C(=N\NC(=S)NC1CCCCC1)c1cccc(C(F)(F)F)c1
    11	2	9	6	12	-2	-2	-3	-2
- O=C(N/N=C/c1cn(-c2cccs2)nc1-c1ccccc1)c1ccccc1Cl
    -14	-33	-16	-25	-18	-16	-50	-52	0
- Cc1ccc(NC(=O)COC(=O)CN2C(=O)C3CCCCC3C2=O)cc1C (centres undefined)
    7	-3	-1	.	9	2	1	-4	0
- CCOC(=O)C(NC(=O)N(C)C)(Nc1sc(C)c(CC)c1C#N)C(F)(F)F (centres undefined)
    4	-1	7	3	8	-1	-1	0	2
- CCCN1CN(Cc2ccccc2)CC2=C1CC(C)(C)CC2=O
    -2	-2	1	-2	1	3	-4	1	-1
- COc1cc(CNCCCN2CCOCC2)ccc1OCC(=O)Nc1cccc(C(F)(F)F)c1
    23	-3	2	-2	5	2	-2	-1	-3

(further entries)
Sequence of screens – PREPL inh	LYPLA1 inh	pPAFAH FP inh	GSTO1 counter	PAFAH1B3 inh	PAFAH1B2 FP inh	LYPLA2 counter	PME-1 primary	PAD4 FP inh
- CC1=CC(C)(C)n2c(O)c(N=NC(N)=S)c3cc(C)cc1c32
    1	5	-3	4	0	5	2	5	7
- COC(=O)CNC(=O)CNC(=O)Nc1ccccc1Cl
    1	-2	-2	0	14	4	-1	-2	0
- Cc1ccc(S(=O)(=O)N2CCCCC2)cc1C(=O)NCc1ccncc1
    8	2	8	0	2	5	0	-4	0
- Cc1cc(C)c(C(=O)CSc2n[nH]c(-c3ccncc3)n2)c(C)c1
    12	-2	0	9	11	3	0	-1	6
- COc1ccc(OCC(=O)NNC(=O)c2cccs2)cc1
    -3	-2	4	2	12	5	0	-2	1
- O=C1NC2(Nc3ccccc31)C(=O)Nc1ccc(Br)cc12 (centres undefined)
    12	1	6	-1	4	8	-10	2	-2
- COc1ccc(CNC(=S)Nc2cccc(F)c2)cc1
    -2	-6	-8	5	12	9	-8	0	-2
- CC1=NN(C(C#N)c2ccccc2C)C(c2ccccc2)C1 (centres undefined)
    -7	2	-5	6	-3	0	5	-9	-2
- C#CCNC(=O)C1=C[C@@H](c2ccc3c(c2)OCO3)C[C@@H](OCCCCO)O1
    11	-4	15	25	6	3	5	1	-2
- CCc1nc2ccccc2c(C(=O)OCC(=O)N(C)Cc2ccccc2)c1C
    -26	.	3	.	10	0	.	.	0
- O=C(Cn1cnc2ccccc2c1=O)NNC(=O)c1cccc([N+](=O)[O-])c1
    6	-2	0	.	4	3	-4	6	-4
- Cc1cc(C2=NNC(=NCCc3ccccc3)SC2)c(C)n1CC1CCCO1 (centres undefined)
    32	2	15	-3	7	4	2	-7	2
- CC(=O)Nc1ccc(N(C(=O)c2ccco2)C(C(=O)NC2CCCCC2)c2ccccc2)cc1 (centres undefined)
    2	-2	2	2	3	2	0	-5	2
- CC1CCN(c2ccc(-c3cccc(NC(=O)c4ccco4)c3)nn2)CC1
    -1	-5	6	3	0	4	-7	-3	0
- C=CCN(c1ccccc1)S(=O)(=O)c1cccc(C(=O)NCC2CCCO2)c1 (centres undefined)
    7	4	-2	1	-1	-2	2	5	2
- CCNc1cc(Nc2c(C)n(C)n(-c3ccccc3)c2=O)c([N+](=O)[O-])c2nonc12
    -3	1	0	3	3	-2	4	4	4
- Cc1sc2ncnc(N/N=C/c3ccccc3O)c2c1C
    66*	-4	7	-26	18	4	0	17	-3
- Cc1cc(C)cc(NCc2cc(=O)oc3cc(C)c(O)cc23)c1
    8	-5	10	2	2	3	-5	1	4
- COc1ccc(S(=O)(=O)N(C)C[C@@H]2Oc3ccc(NS(C)(=O)=O)cc3C(=O)N([C@@H](C)CO)C[C@H]2C)cc1
    16	.	2	.	4	3	.	.	-1
- CCC(=O)c1ccc(OC(=O)C2CCN(C3=NS(=O)(=O)c4ccccc43)CC2)cc1
    6	-2	4	.	5	3	0	3	4

Bioassay records deposited in PubChem by The Scripps Research Institute Molecular Screening Center.
